beta cell repl – inducers of MIN6 beta-cell proliferation, primary screen, ATP luminescence, uHTS | proliferation, % at 10 µM | MIN6 cells proliferation, ATPlite luminescence, 48 h; cells starved in 0.2% serum; 100% = growth in 10% serum | hit rate 0.29% among 330,000 | AID 2380, 2010;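 active means compounds whose signal lies at least 3.5 SD above the mean of all wells on their plate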;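 further: 0% = DMSO-treated cells in low-serum medium and 100% = 10% serum control; some compounds called inactive have numbers as strong as hits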
APOBEC3A inh – APOBEC3A ssDNA deaminase inhibitors, primary screen, selectivity assay for APOBEC3G inhibitor project, biochemical, FAM/TAMRA oligo cleavage fluorescence. hit rate 0.41% among 330,000. DNA dC->dU-editing enzyme APOBEC-3A (Homo sapiens), P31941. recombinant A3A, FAM/TAMRA ssDNA deamination fluorescence. inhibition, % at 20 µM. AID 493011, 2011;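 active means at least 40% inhibition at 20 µM here, with at most 30% in a related deaminase screen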;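 further: plate controls were A3A with DMSO for no effect and wells lacking A3A enzyme for full effect; some results filed as inactive read as strong as hits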
Target sequence (P31941 whole entry, looked up): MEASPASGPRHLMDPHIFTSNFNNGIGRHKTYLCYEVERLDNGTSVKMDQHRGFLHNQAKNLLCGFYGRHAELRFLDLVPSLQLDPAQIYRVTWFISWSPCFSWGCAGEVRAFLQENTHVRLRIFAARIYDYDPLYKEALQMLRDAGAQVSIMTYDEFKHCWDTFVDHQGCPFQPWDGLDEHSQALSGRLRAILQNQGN
hIAP act – human IAP activators, primary screen, biochemical, luminescence, uHTS | hit rate 0.16% among 330,000 | AID 2524, 2010 | Intestinal-type alkaline phosphatase (Homo sapiens), P09923 | purified human IAP, CDP-Star luminescence, 30 min; active compounds read high; 1 = vehicle-only enzyme, 0 = enzyme-free background | activation factor at 10 µM;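 active means activation factor of the enzyme at least 2-fold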; further: the source names both 10 and 20 µM as test concentration; values of inactives mirror those of a sister screen read the other way
Target sequence (P09923 whole entry, looked up): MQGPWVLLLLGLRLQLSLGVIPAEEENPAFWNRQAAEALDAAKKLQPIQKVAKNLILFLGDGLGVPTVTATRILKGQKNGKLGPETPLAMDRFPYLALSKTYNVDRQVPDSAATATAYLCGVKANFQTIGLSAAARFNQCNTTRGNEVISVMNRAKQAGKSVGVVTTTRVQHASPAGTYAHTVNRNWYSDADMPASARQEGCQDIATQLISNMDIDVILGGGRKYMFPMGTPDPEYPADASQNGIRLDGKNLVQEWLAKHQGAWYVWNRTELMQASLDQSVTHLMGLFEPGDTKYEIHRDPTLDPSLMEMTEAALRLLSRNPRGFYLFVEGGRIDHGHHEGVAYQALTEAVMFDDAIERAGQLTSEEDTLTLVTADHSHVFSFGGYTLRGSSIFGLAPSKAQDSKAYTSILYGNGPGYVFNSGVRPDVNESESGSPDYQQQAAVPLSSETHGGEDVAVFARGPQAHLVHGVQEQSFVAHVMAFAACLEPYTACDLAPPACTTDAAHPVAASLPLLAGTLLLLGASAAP
mIAP act – activators of mouse IAP, primary screen, biochemical, luminescence, uHTS | hit rate 0.24% among 330,000 | activation factor at 10 µM | muIAP, CDP-Star luminescence, 30 min; active compounds read high; 1 = vehicle-only enzyme signal, 0 = enzyme-free wells | intestinal alkaline phosphatase [Mus musculus];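 active means activation factor of at least 2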; further: the source names both 10 and 20 µM as test concentration; values of inactives mirror those of a sister screen read the other way
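Assay system: mouse IAP enzyme / Compound: DMSO-dissolved test compounds / Timing: 30 min, room temperature / Measured by: luminescence from enzymatic CDP-Star hydrolysis / Control set: DMSO-only wells, enzyme-free buffer wells as negative control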
mIAP inh – inhibitors of mouse IAP, primary screen, biochemical, luminescence, uHTS | purified mouse IAP, CDP-Star luminescence, 30 min | inhibition, % at 10 µM | hit rate 0.2% among 330,000;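 active means inhibition of at least 40% at 10 µM in the primary screen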;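 further: plate controls were DMSO with enzyme for no effect and no enzyme wells for full effect; values of inactives mirror those of a sister screen read the other way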
hIAP inh – human IAP inhibitors, primary screen, biochemical, luminescence, uHTS; inhibition, % at 10 µM; AID 2544, 2010; purified IAP, CDP-Star luminescence, 30 min; Intestinal-type alkaline phosphatase (Homo sapiens), P09923; hit rate 0.12% among 330,000;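 active means inhibition reaching a set limit with compound at 10 µM in the primary screen, cut at about 35% in these data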;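 further: plate controls were DMSO wells with enzyme for no effect and no-enzyme buffer wells for full effect; values of inactives mirror those of a sister screen read the other way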
GRIN3A LBD mod – binders of NR3A ligand-binding domain, primary screen, biophysical, differential scanning fluorimetry, uHTS; Glutamate receptor ionotropic, NMDA 3A (GRIN3A) ligand-binding domain; NR3A LBD differential scanning fluorimetry, Tm shift; 0% = protein alone, 100% = glycine-bound protein; Tm shift relative to glycine control, % at 25 µM; hit rate 2.5% among 340,000;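 active means melting temperature shift of at least 10% of the positive control shift, at one fixed dose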
MPTP block – mitochondrial permeability transition pore inhibitors, primary screen, biochemical, isolated mouse mitochondria, absorbance; inhibition, % at 10 µM; Ca2+ swelling absorbance, 30 min; AID 602449, 2012; hit rate 1.4% among 360,000;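 active means inhibition of 50% or more, scaled per plate between neutral and stimulator controls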;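 further: 0% = DMSO wells given calcium and 100% = 1 mM EGTA wells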
A3G deaminase – APOBEC3G DNA deaminase inhibitors, primary screen, biochemical, fluorescence, single-stranded DNA substrate, uHTS. DNA dC->dU-editing enzyme APOBEC-3G (Homo sapiens), Q9HC16. recombinant A3G, ssDNA deamination FAM/TAMRA fluorescence. inhibition, % at 20 µM. hit rate 0.28% among 330,000. AID 493012, 2011;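 active means inhibition of at least 40% at 20 µM, with no more than 30% in the related APOBEC3A deaminase screen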;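 further: plate controls were DMSO wells with A3G for no effect and wells lacking A3G enzyme for full effect; some compounds called inactive have numbers as strong as hits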
Active calls of the source: *; . = not tested or not shown.

SMILES	beta cell repl	APOBEC3A inh	hIAP act	mIAP act	mIAP inh	hIAP inh	GRIN3A LBD mod	MPTP block	A3G deaminase
COc1ccccc1[C@@H]1C(c2cccc(Cl)c2)=NN(c2ccccc2)[C@H]1C(=O)N1CCOC1=O	-8	-5	1.1	1.1	-12	-11	-2	-1.3	-10
Cc1noc(C)c1S(=O)(=O)Nc1cccc(C(F)(F)F)c1	3	0	0.91	0.98	2	9	-32	-0.8	-3
COc1cccc(/C=N/NC(=O)c2c(C)nc3ccc(Br)cn23)c1O	-6	-1	1.1	0.89	11	-8	-5	4.7	-8
COc1ccc(-c2csc(NC(=O)C3=COCCO3)n2)c(OC)c1	0	5	0.94	0.96	4	6	2	-0.9	-2
O=C(NCCCN1CCOCC1)c1onc(CSc2ccccn2)c1C(=O)NCCCN1CCOCC1	-4	-2	0.93	0.96	4	7	0	-1.4	-8
CCn1c(SCc2nc3scc(-c4ccccc4)c3c(=O)[nH]2)nnc1-c1ccc(Cl)cc1	-3	-7	1.1	1	0	-10	1	-12	-8
Cc1cc(C)n2c(SCC(=O)NCc3ccc4c(c3)OCO4)nnc2n1	-2	6	0.98	0.85	15	2	3	1.4	-2
CSc1cccc(NC(=O)COc2ccccc2)c1	-1	-3	0.77	1	-4	23	-16	0.6	-5
COc1ccc(C(=O)NCc2ccccc2CN2CCCC2)cc1S(=O)(=O)Nc1ccc(C)cc1	-4	-4	1.1	1.1	-14	-9	-1	-0.2	-8
COC(=O)CSc1ncnc2c1sc1nc3c(cc12)COC(C)(C)C3	-6	4	1	1	-1	-1	1	0.1	-6
Cc1ccccc1OCCC(=O)OCC(=O)NC(C)c1ccccc1 (stereo unspecified)	5	-2	1.4	0.99	1	-43	2	2.0	-3
O=C1NN=C(c2ccc(Cl)cc2)CC1c1cccc(Br)c1 (stereo unspecified)	0	2	0.84	0.95	5	16	-11	-0.4	-1
Cc1ccccc1C(=O)Nc1cccc(-c2cn3ccccc3n2)c1	-3	-2	0.84	1	-1	16	1	-0.3	-2
Cc1noc(C)c1CSCC(=O)Nc1cc(S(=O)(=O)N2CCOCC2)ccc1OCC(F)(F)F	-3	1	0.99	1.1	-9	0	0	-1.1	-2
COc1ccc(NC(=O)CNC(=O)c2c(C)nn(C)c2Cl)cc1	0	-3	1	1.1	-13	-4	0	-2.6	-7
COCCN(Cc1cc2ccc(C)cc2n2nnnc12)Cc1nnnn1C(C)(C)C	-2	-6	1.3	1.2	-16	-34	0	-1.2	-2
COc1ccc2c(Cl)c(C(=O)N/N=C/c3ccc4c(c3)OCO4)sc2c1	2	1	1.1	0.91	9	-12	19*	3.6	1
CC1(C)CC2CC(C)(CN2C(=O)C23CCC(C)(C(=O)O2)C3(C)C)C1 (stereo unspecified)	0	-1	1.3	1.1	-11	-32	-3	-0.4	-4
CCOC(=O)N1CCN(C(=O)COC(=O)CN(C)S(=O)(=O)c2ccc(NC(C)=O)cc2)CC1	-1	-3	0.81	0.96	4	19	10	-0.5	-6
Cc1cccc(CCNC(=O)c2nnc(Cc3ccc(Cl)cc3)o2)c1	-1	-2	1.1	0.92	8	-8	-1	-1.1	-6
CC(C)c1c(C(=O)N/N=C/c2ccc(Cl)cc2Cl)nnn1-c1nonc1N	-3	-2	1.1	0.95	5	-12	7	3.5	-4
O=C(/C=C/c1ccccc1F)N1CCN(c2ccccn2)CC1	6	-8	0.99	0.99	1	1	6	-0.3	-8
CN(C)c1nc(OCCNC(=O)COc2ccc(Cl)cc2Cl)nc(N2CCOCC2)n1	4	1	0.92	1	-2	8	1	2.0	-5
CC(OC(=O)c1ccc(-n2cnnn2)cc1)C(=O)NCc1ccccc1 (stereo unspecified)	3	-5	0.94	0.94	6	6	1	-0.8	-10
CCCCC(=O)NC(=S)Nc1cccc(Cl)c1N1CCCCC1	0	6	0.92	0.88	12	8	-3	3.2	0
Clc1ccc(-c2cn3cc(Br)ccc3n2)cc1Cl	0	2	1.1	0.85	14	-10	-26	1.2	0
COC(=O)CCC(=O)OC1(C)C(=O)C2=CN(CCN3CCOCC3)C(c3ccc(OC)cc3)=CC2=C(Br)C1=O (stereo unspecified)	-2	-2	0.81	0.9	10	19	.	.	-2
COC/C=C/C1=CC(=O)C[C@H](c2ccc3c(c2)OCO3)C1	3	-2	0.91	0.97	3	9	1	1.1	-7
CC(C)(C)NC(=O)CN(C(=O)c1snc(C(=O)NC2CCCCC2)c1N)c1ccccc1F	0	0	0.82	0.94	6	18	-1	0.9	-1
Cc1nn(-c2ccccc2)c2c1C1(C(=O)N(C)c3ccccc31)C(C#N)=C(N)O2 (stereo unspecified)	-5	-5	1.7	0.94	6	-67	1	-0.1	-3
Nc1nnc(SCn2nnc3ccccc3c2=O)s1	-2	0	0.96	0.98	2	4	-1	0.0	-5
COc1cc(Br)cc(/C=N/NC(=O)Cc2ccccc2)c1O	-4	0	1.3	0.84	16	-33	2	6.2	-3
O=C(NCCN1CCOCC1)c1ccc2c(c1)N(Cc1ccc(F)cc1)C(=O)CS2	-2	0	0.92	0.99	1	8	-2	-1.8	-5
CCOC(=O)N1CCN(C(=O)c2cn(CC)c3ccc(S(=O)(=O)N(C)C4CCCCC4)cc3c2=O)CC1	-2	-1	0.92	1.1	-7	8	1	-0.9	2
O=C(O)c1ccc(N/N=C/c2ccncc2)cc1	1	-5	0.94	0.96	4	6	-2	-0.2	-7
O=C(OC(C(=O)Nc1cc(Cl)cc(Cl)c1)c1ccccc1)C1=COCCO1 (stereo unspecified)	-6	4	1	1.8	-81	-4	-17	25	-5
C[C@@H]1C(=O)O[C@H]2CC34[C@H]5C[C@@H](C(C)(C)C)[C@]36[C@@H](OC(=O)[C@@H]6O)O[C@@]4(C(=O)O5)[C@]21O (stereo partly specified)	0	-2	0.96	1.1	-10	4	3	1.1	-5
O=C(CSc1nc2c(cnn2-c2ccc(F)cc2)c(=O)[nH]1)N1CCCCCC1	-3	0	1	1.1	-13	-3	1	0.6	-6
C/C(=N\NC(=O)c1cc(O)ccc1O)c1cccc(NC(=O)c2cccc(Cl)c2)c1	-3	17	1	0.95	5	-1	2	-1.1	11
NC(=O)COc1ccccc1	-1	-1	0.97	1.1	-7	3	-3	-0.4	-7
Nc1nc(SCC(=O)Nc2ccc([N+](=O)[O-])cc2)n[nH]1	-1	4	1	0.88	12	0	2	1.2	1
Cc1nn(Cc2ccccc2)c(Cl)c1C(=O)OCc1nnc(-c2ccc(Cl)cc2)o1	-3	-3	1.2	0.89	11	-16	0	-1.5	-10
c1ccc2c(N3CCCCC3)nc(N3CCCCC3)nc2c1	2	1	0.96	1.4	-37	4	-6	3.6	3
CNc1ccccc1-n1ccc(-c2ccccc2)n1	0	-2	0.85	1	-2	15	3	-0.3	-3
O=C(C1CCN(Cc2ccc(Cl)cc2)CC1)N1CCN(C(c2ccccc2)c2ccccc2)CC1	-6	-2	1.3	1.2	-23	-31	-2	1.1	-3
Cc1cccc(C)c1OCc1nc2ccccc2c(=O)n1/N=C/c1c[nH]c2ccccc12	0	-2	1.1	0.98	2	-10	31*	1.8	0
COc1cccc(CN2CCNC(=O)C2CC(=O)NCCn2ccc3ccccc32)c1OC (stereo unspecified)	0	-1	1	1	0	0	2	1.0	-4
CCN(C(=O)COC(=O)CNC(=O)c1ccc(F)cc1)C1CCS(=O)(=O)C1 (stereo unspecified)	-2	-2	0.98	1	-2	2	-1	2.0	-8
Cc1ccc(NC(=O)C2CCCN(S(=O)(=O)c3c(C)noc3C)C2)c(Br)c1 (stereo unspecified)	0	-2	0.83	0.94	6	17	0	0.1	-3
Cc1cccc(-n2c(C)cc(/C=N/NC(=O)c3ccc(CN4CCOCC4)cc3)c2C)c1	-2	0	0.89	1.1	-7	12	-2	-1.7	-4
CCOC(=O)C1C(=O)C=C(Nc2ccccc2F)CC1c1ccccc1 (stereo unspecified)	-3	-1	0.98	1.1	-10	2	-4	3.5	-3
Cc1ccc(-c2nnn(CC(=O)N3c4ccccc4CCc4ccccc43)n2)cc1	-3	0	1	1	-4	0	-1	1.9	1
CN(CC(=O)Nc1ccc(F)cc1)C(=O)c1ccc(OCc2cn3ccccc3n2)cc1	-2	-3	1.2	1.1	-12	-25	2	-1.2	-3
COCCC(=O)Nc1ccc2c(c1)CN(C(=O)CCSC)CC2	-4	4	1.2	1	-3	-18	-2	-0.9	-1
CCN1CC(CN(C)Cc2cn(-c3cccc(C)c3)nc2-c2cccc(F)c2)CC1=O (stereo unspecified)	-1	-1	0.9	1.1	-6	10	-1	3.0	-8
CCCCn1c(N)c(N(CC)C(=O)CSCC(=O)Nc2ccc(OC)cc2)c(=O)[nH]c1=O	0	2	1.1	0.98	2	-12	-2	-0.4	-9
COc1cc(C2=NOC(C(=O)NC3CCCCC3)C2)cc(OC)c1OC (stereo unspecified)	-4	-4	1.3	0.97	3	-33	0	0.9	-5
COc1ccc(NC(=O)Nc2ccc3c(c2)CCC3)cc1	1	-2	0.81	1.2	-19	19	14*	0.2	-4
Cc1cc(C(=O)OCC(=O)NCc2ccco2)c(C)n1-c1ccc(F)cc1	-4	-3	1.1	1.1	-6	-9	-1	0.5	6
CCCCCCCCOc1ccc(C2CC(=O)NC2=O)cc1 (stereo unspecified)	-3	-2	1	0.89	11	-4	-6	1.5	-7
Next part.
SMILES	beta cell repl	APOBEC3A inh	hIAP act	mIAP act	mIAP inh	hIAP inh	GRIN3A LBD mod	MPTP block	A3G deaminase
COc1ccc(-c2cc(C(=O)N3CCCCC3)c3ccccc3n2)cc1OC	-2	-4	0.91	1	-1	9	1	1.2	-10
COc1cccc(OC)c1C(=O)Nc1cccc(-c2ccc(N3CCOCC3)nn2)c1	-6	-6	1.1	1.1	-6	-8	0	2.1	-13
CCOC(=O)N1CCN(C(=O)CSCc2ccccc2Cl)CC1	2	4	1.1	1.1	-14	-11	-1	-1.4	3
CCn1cnc2cc(NCc3cccs3)ccc21	-1	-2	0.92	0.97	2	8	-1	0.0	-4
CCOC(=O)N1CCN(S(=O)(=O)c2ccc(C(=O)NNc3nc4c(C)cc(C)cc4s3)cc2)CC1	-7	-5	1.3	1	-1	-32	0	0.6	-3
COc1ccc(NS(=O)(=O)c2cc(NC(=O)c3cnccn3)ccc2N2CCCC2)cc1	0	-1	1.7	0.88	12	-74	-3	-0.5	-5
COc1ccc(NC(=O)c2ccco2)cn1	-4	-6	0.99	0.99	1	1	-1	-2.6	-13
O=C(CCCN1C(=O)c2ccccc2C1=O)Nc1ccc(S(=O)(=O)N2CCCCC2)cc1	-3	-6	1.2	0.95	5	-17	-3	-2.4	-7

Compound activity: PubChem, Sanford-Burnham Center for Chemical Genomics
